# Source: PubChem BioAssay
# ROS inducer = inducers of reactive oxygen species in cancer cells. U2OS ROS induction, H2DCF-DA fluorescence. ROS induction (% of piperlongumine), % at 10 µM. actives 2% (n = 46,000); in the data active = ROS induction above about 79%, passing the limit was not always enough;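 also: 0% = DMSO vehicle median and 100% = reference compound median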
# The depositor's hits bear a star.
SMILES,ROS inducer
C[C@@H]1CCCCO[C@H](CN(C)Cc2ccc(Cl)c(Cl)c2)[C@@H](C)CN([C@H](C)CO)C(=O)c2cc(NC(=O)CCCCCC(=O)Nc3ccccc3N)ccc2O1,35.4
Cc1cccc(C(C)C)c1NC(=O)CN(C1CCCCC1)S(C)(=O)=O,2.5
CCCC(=O)Nc1ncnc2c1ncn2[C@@H]1O[C@@H]2OP(=O)(O)OC[C@H]2[C@H]1OC(=O)CCC,-5.8
O=C(CSc1nccc(=O)[nH]1)Nc1cccc(C(F)(F)F)c1,0.0
C=CCN1C(=O)/C(=C\c2ccc(OC(=O)c3ccco3)c(OC)c2)SC1=S,54.0
CC(C)C(=O)Nc1cccc(-c2nc3ccccc3c(=O)o2)c1,32.9
CC1(C)COC(/C=C(\N)c2ccc(Br)cc2)=N1,-7.2
Cc1noc(C)c1NC(=O)Nc1cccc2c1O[C@@H](CN(C)C(=O)Nc1ccc3c(c1)OCO3)[C@H](C)CN([C@H](C)CO)C2=O,-8.8
O=C(Nc1ccc(S(=O)(=O)Nc2nccs2)cc1)N1c2ccccc2Sc2ccccc21,-6.4
C[C@@H]1CN([C@@H](C)CO)C(=O)c2cc(NC(=O)Nc3ccc4c(c3)OCO4)ccc2O[C@H]1CN(C)Cc1ccc(C(F)(F)F)cc1,6.4
C[C@H](CO)N1C[C@H](C)[C@H](CN(C)S(=O)(=O)c2ccccc2)Oc2c(NS(=O)(=O)c3ccc(F)cc3)cccc2C1=O,-6.0
CC(C)=CCCC(C)(O)C(O)Cc1cc(C(=O)O)cc(CC=C(C)C)c1O (configuration not stated),2.4
C[C@H]1CN([C@@H](C)CO)C(=O)Cc2cc(NC(=O)c3ccncc3)ccc2O[C@H]1CN(C)C(=O)Nc1ccccc1,14.1
CC1CC(C)CN(C(=O)c2ccc(CNS(=O)(=O)c3ccc(F)cc3)cc2)C1 (configuration not stated),21.1
CC(C)(C)c1ccc(S(=O)(=O)NCC(=O)Nc2ccc(F)cc2)cc1,-7.5
C[C@H](CO)N1C[C@H](C)[C@H](CN(C)S(=O)(=O)c2ccc(Cl)cc2)Oc2c(NC(=O)NC3CCCCC3)cccc2C1=O,97.4*
O=C(CSc1ncnc2c1nnn2-c1ccc(F)cc1)N1CCCc2ccccc21,22.3
COc1ccc(NC(=O)Nc2ccc3c(c2)C(=O)N([C@@H](C)CO)C[C@@H](C)[C@H](CN(C)S(=O)(=O)c2ccc(F)cc2)O3)cc1,-29.5
O=C(O)Cc1cc(I)c(Oc2ccc(O)c(I)c2)c(I)c1,-2.2
O=C(COc1ccc2ccccc2c1)Nc1ccc2nn(-c3ccccc3)nc2c1,13.5
COc1ccc(/C=C/C(=O)O[C@H]2[C@@H]3C=CO[C@@H](O[C@@H]4O[C@H](CO)[C@@H](O)[C@H](O)[C@H]4O)[C@@H]3[C@@]3(CO)O[C@@H]23)cc1O,-3.2
Cc1ccc([N+](=O)[O-])cc1NS(=O)(=O)c1cccc(C(=O)Nc2ccccc2)c1,-13.3
CCOC(=O)N(C)C[C@@H]1OCc2cnnn2CCCC(=O)N([C@@H](C)CO)C[C@H]1C,8.5
CC(=O)Nc1ccccc1C(=O)N(Cc1ccccc1)Cc1ccccc1,-9.7
COc1ccc(CN(C)C[C@H]2Oc3ccc(NC(=O)Nc4ccccc4)cc3CC(=O)N([C@@H](C)CO)C[C@H]2C)cc1,25.2

# Going on with the list.
SMILES,ROS inducer
O=C(NCCCn1ccnc1)c1ccccc1I,-4.3
Cc1ccc(S(=O)(=O)Nc2ccc3c(c2)C(=O)N([C@H](C)CO)C[C@H](C)[C@@H](CN(C)S(=O)(=O)c2cn(C)cn2)O3)cc1,-8.5
Cc1cc2nc(C)n(CCCNC(=O)Nc3cccc4ccccc34)c2cc1C,29.9
CN1CCN(c2ccc(Nc3ccnc4cc(Cl)ccc34)cc2Cl)CC1,22.3
COc1ccc(-c2nnc3c4ccccc4c(C)nn23)cc1S(=O)(=O)N1CCN(C)CC1,8.7
C[C@@H]1CN([C@@H](C)CO)C(=O)c2cccc(NS(=O)(=O)c3cn(C)cn3)c2O[C@H]1CN(C)Cc1ccccc1,5.3
C[C@@H]1CN([C@H](C)CO)C(=O)Cc2cc(NC(=O)Cc3ccccc3)ccc2O[C@@H]1CN(C)C(=O)Nc1ccccc1,6.8
COc1ccc(CN(C)C[C@@H]2Oc3c(NS(=O)(=O)c4ccc(F)cc4)cccc3C(=O)N([C@@H](C)CO)C[C@H]2C)cc1,3.3
CCc1ccc(S(=O)(=O)NCCc2cn3ccccc3n2)s1,6.7
C[C@@H]1CN([C@H](C)CO)C(=O)Cc2cc(N(C)C)ccc2O[C@@H]1CN(C)Cc1ccc(-c2ccccc2)cc1,-3.9
Cc1ccc2cc3c(nc2c1)N(Cc1ccco1)CC3,2.0
N#CCCN1CCN(S(=O)(=O)c2ccc(C#N)cc2)CC1,-5.5
O=C1CC(C(=O)Nc2cccc(C(=O)O)c2)C(c2ccccc2)O1 (configuration not stated),-32.5
C[C@H]1CN([C@@H](C)CO)C(=O)Cc2cc(NC(=O)Nc3ccc(F)cc3)ccc2O[C@H]1CN(C)Cc1ccc(Oc2ccccc2)cc1,18.8
C[C@H](CO)N1C[C@H](C)[C@H](CN(C)C(=O)NC2CCCCC2)Oc2ccc(NC(=O)Nc3ccc(F)cc3)cc2C1=O,-6.0
O=C(Nc1ccccc1)Nc1cccc(-c2nnco2)c1,-7.8
C[C@H](CO)N1C[C@H](C)[C@@H](CN(C)Cc2ccc(Cl)c(Cl)c2)Oc2ccc(NC(=O)Cc3cn(C)c4ccccc34)cc2C1=O,152.3*
C[C@@H]1CN([C@H](C)CO)C(=O)Cc2cc(NC(=O)NC3CCCCC3)ccc2O[C@@H]1CN(C)S(=O)(=O)c1cn(C)cn1,-13.5
COC(=O)c1cc(O)cc(OC)c1Oc1cc(C)cc(O)c1C(=O)O,14.5
C[C@@H]1CN([C@@H](C)CO)C(=O)c2cccc(NC(=O)c3ccc(-c4nccs4)cc3)c2O[C@H]1CN(C)S(=O)(=O)c1cccs1,-0.8
C[C@@H]1CN([C@H](C)CO)C(=O)c2cc(NC(=O)NC3CCCCC3)ccc2O[C@@H]1CN(C)Cc1ccccc1,-7.6
COc1ccc(NC(=O)N(C)C[C@@H]2Oc3c(NS(=O)(=O)c4ccc(OC)cc4)cccc3C(=O)N([C@@H](C)CO)C[C@@H]2C)cc1,4.3
CC(=O)c1ccc(-n2c(CCC(=O)O)ccc2-c2ccc(F)cc2)cc1,-0.8
C[C@@H]1CN([C@@H](C)CO)C(=O)c2cccc(NC(=O)c3cnccn3)c2O[C@H]1CN(C)S(=O)(=O)c1ccccc1,-3.7
Cc1ccc2c(N)c(C(=O)c3ccc(Cl)cc3)sc2n1,5.5

# Looked up one by one from the entries so far (6):
SMILES,ROS inducer
C[C@@H]1CN([C@H](C)CO)C(=O)Cc2cc(NC(=O)Cc3ccccc3)ccc2O[C@@H]1CN(C)C(=O)Nc1ccccc1,6.8
C[C@H]1CN([C@@H](C)CO)C(=O)Cc2cc(NC(=O)Nc3ccc(F)cc3)ccc2O[C@H]1CN(C)Cc1ccc(Oc2ccccc2)cc1,18.8
CC(=O)c1ccc(-n2c(CCC(=O)O)ccc2-c2ccc(F)cc2)cc1,-0.8
C[C@@H]1CN([C@@H](C)CO)C(=O)c2cccc(NC(=O)c3cnccn3)c2O[C@H]1CN(C)S(=O)(=O)c1ccccc1,-3.7
N#CCCN1CCN(S(=O)(=O)c2ccc(C#N)cc2)CC1,-5.5
CCc1ccc(S(=O)(=O)NCCc2cn3ccccc3n2)s1,6.7

# (cont.)
SMILES,ROS inducer
C=CC[C@H](OC(=O)Nc1ccc(SC)cc1)c1ccc(OCCO)cc1,14.6
COc1cc(NC(=O)COc2ccc(C(C)(C)C)cc2Br)c(OC)cc1Cl,-1.5
C[C@H](CO)N1C[C@H](C)[C@@H](CN(C)Cc2ccccc2)Oc2ccc(NC(=O)CCN3CCOCC3)cc2C1=O,0.9
O=C(c1ccc(Br)cc1)C(C(=O)N1CCCCC1)n1ccccc1=O (configuration not stated),4.3
COc1cc2c(cc1NC(=S)NCCc1ccc(OC)c(OC)c1)oc1ccccc12,24.0
CC(O)CC(=O)c1cc(O)ccc1O (configuration not stated),-4.5
O=C(NCCO)N1c2ccccc2Sc2ccccc21,11.9
C[C@@H]1CN([C@@H](C)CO)C(=O)Cc2cc(NC(=O)Nc3cccc4ccccc34)ccc2O[C@@H]1CN(C)Cc1ccc2c(c1)OCO2,50.8
C[C@H](CO)N1C[C@H](C)[C@H](CN(C)C(=O)NC2CCCCC2)Oc2ccc(N(C)C)cc2C1=O,6.1
O=C(CCCCCCC(=O)Nc1ccccc1O)N/N=C/[C@H](O)[C@@H](O)[C@H](O)CO,-13.7
Cc1ccc(S(=O)(=O)NC(=O)N(C)C2CCCCC2)cc1,-5.6
C[C@H]1CN([C@@H](C)CO)C(=O)Cc2cc(NC(=O)Nc3ccccc3)ccc2O[C@H]1CN(C)Cc1ccncc1,9.8
CCc1cc(Cl)c(OC)c(C(=O)NC[C@@H]2CCCN2CC)c1O,3.0
Cc1noc(C)c1NC(=O)N(C)C[C@@H]1Oc2c(NC(=O)NC(C)C)cccc2C(=O)N([C@H](C)CO)C[C@@H]1C,-6.8
COc1ccc(CN(C)C[C@@H]2OCCCC[C@@H](C)Oc3ccc(NC(=O)c4ccccc4)cc3C(=O)N([C@H](C)CO)C[C@@H]2C)cc1,146.6*
C[C@@H]1CN([C@@H](C)CO)C(=O)c2cc(NC(=O)Nc3cccc4ccccc34)ccc2O[C@H]1CN(C)Cc1ccc(C(F)(F)F)cc1,26.4
N#Cc1c(NC(=O)CSc2ncn(-c3ccccc3)n2)sc2c1CCCC2,-6.0
CC(=O)N1CC(C)Sc2cc(S(=O)(=O)NCc3ccco3)ccc21 (configuration not stated),41.8
COc1ccc(NC(=O)N(C)C[C@H]2Oc3c(NC(=O)c4ccncc4)cccc3C(=O)N([C@H](C)CO)C[C@H]2C)cc1,-9.6
Cc1ccc(OCC(=O)Nc2cc(C(F)(F)F)ccc2N2CCOCC2)c(C)c1,-3.4
C[C@H](CO)N1C[C@H](C)[C@H](CN(C)C(=O)Nc2ccc3c(c2)OCO3)Oc2ccc(NS(=O)(=O)c3cn(C)cn3)cc2C1=O,-10.3
Cc1ccc(S(=O)(=O)Nc2ccc3c(c2)CC(=O)N([C@H](C)CO)C[C@@H](C)[C@@H](CN(C)S(C)(=O)=O)O3)cc1,-11.4
O=C(CCCCCCC(=O)Nc1ccccc1O)N/N=C/c1cc(O)ccc1Br,30.2
CC1CCc2c(sc3ncnc(NCc4ccco4)c23)C1 (configuration not stated),28.2
C[C@H](CO)N1C[C@H](C)[C@H](CN(C)S(=O)(=O)c2ccc(F)cc2)Oc2ccc(NC(=O)C3CC3)cc2CC1=O,18.9

# (continued)
SMILES,ROS inducer
O=C(CC(Sc1ccccc1C(=O)O)c1ccc(F)cc1)c1ccc(F)cc1 (configuration not stated),50.3
COc1ccc(S(=O)(=O)Nc2ccc3c(c2)C(=O)N([C@@H](C)CO)C[C@H](C)[C@H](CN(C)S(=O)(=O)c2cn(C)cn2)O3)cc1,1.7
CCOc1ccc(C2=NCCNC3=C2C(c2ccccc2)N(c2ccccc2)C3=O)cc1 (configuration not stated),13.7
O=C(Cn1ncn2nc(-c3ccco3)cc2c1=O)NCc1ccccc1,14.9
CC(C)C[C@](CC(=O)OCc1ccc(O[C@@H]2O[C@H](CO)[C@@H](O)[C@H](O)[C@H]2O)cc1)(O[C@@H]1O[C@H](CO)[C@@H](O)[C@H](O)[C@H]1O)C(=O)OCc1ccc(O[C@@H]2O[C@H](CO)[C@@H](O)[C@H](O)[C@H]2O)cc1,-2.7
Cc1noc(C)c1NC(=O)Nc1cccc2c1O[C@@H](CN(C)Cc1ccc(C(=O)O)cc1)[C@@H](C)CN([C@H](C)CO)C2=O,-6.8
O=C(c1ccccc1)c1cccc(N=Cc2c(O)[nH]c(=O)[nH]c2=O)c1,22.7
OC(CCN1CCOCC1)(c1ccc(Cl)cc1)C1CCCCC1 (configuration not stated),2.0
O=C(CCCCCCC(=O)Nc1ccccc1O)N/N=C/c1ccc([N+](=O)[O-])c(O)c1,30.5
COc1ccc(C2C(C#N)=C(N)OC3NN=C(C)C32)cc1COc1cccc(Cl)c1 (configuration not stated),42.5
Cc1nnc(SCC(=O)Nc2ccccc2C(F)(F)F)n1-c1ccc(Cl)cc1,4.8
C[C@@H]1CN([C@H](C)CO)C(=O)c2cc(NS(=O)(=O)c3ccc(F)cc3)ccc2O[C@@H]1CN(C)C(=O)NC1CCCCC1,2.2
CCOc1cc(C)c(C(C)C)cc1S(=O)(=O)NC1CC(C)(C)NC(C)(C)C1,-8.0
COc1ccc(S(=O)(=O)N(C)C[C@H]2Oc3ccc(NS(=O)(=O)c4ccc(C)cc4)cc3C(=O)N([C@H](C)CO)C[C@@H]2C)cc1,-4.5
COC(=O)C1=CO[C@@H](O[C@@H]2O[C@H](CO)[C@@H](O)[C@H](O)[C@H]2O)[C@@H]2[C@@H](C)[C@@H](O)[C@@H](OC(=O)/C=C/c3ccc(O)c(O)c3)[C@H]12,-9.2
CC(C)(C)c1cc(C(C)(C)C)n(-c2ccc(NC(=O)COCC(=O)O)cc2)n1,-4.5
C[C@@H]1CN([C@@H](C)CO)C(=O)c2cccc(NS(=O)(=O)c3cn(C)cn3)c2O[C@@H]1CN(C)Cc1ccc2c(c1)OCO2,-7.9
C=CCSc1nc2c(cc1C#N)CCC2,-2.5

# Five of these compounds, set out differently.
smiles	ROS inducer
CC(C)(C)c1cc(C(C)(C)C)n(-c2ccc(NC(=O)COCC(=O)O)cc2)n1	-4.5
COc1ccc(C2C(C#N)=C(N)OC3NN=C(C)C32)cc1COc1cccc(Cl)c1 (configuration not stated)	42.5
COc1ccc(S(=O)(=O)Nc2ccc3c(c2)C(=O)N([C@@H](C)CO)C[C@H](C)[C@H](CN(C)S(=O)(=O)c2cn(C)cn2)O3)cc1	1.7
O=C(Cn1ncn2nc(-c3ccco3)cc2c1=O)NCc1ccccc1	14.9
OC(CCN1CCOCC1)(c1ccc(Cl)cc1)C1CCCCC1 (configuration not stated)	2.0

# An excerpt (hit frequency here may not be typical).
